Screening results from PubChem.
Eya2 phos inh = blocks the phosphatase activity of human Eya2; 330,000 compounds, 0.006% hits; O00167; Potency, µM (titrated, usually from 76.9 µM), without a hit: at the highest dose activity, negative = inhibition, usual class: inhibitors; recombinant Eya2, OMFP fluorescence dephosphorylation (OMFP is methylfluorescein phosphate); also: potency is read from the fitted curve at half-maximal effect; % is scaled to controls: 0 for no effect and ±100 for the full control effect
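Eya2 protein (added as 0.2 uM solution) was preincubated with compound for 10 min at ambient temperature in 50 mM HEPES pH 7.5, 50 mM NaCl, 5 uM MgCl2, 0.05% BSA, 1 mM DTT. OMFP (added at 50 uM) then reacted 10 min; fluorescence read at 485/525 nm.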
Integrin act MD = activators of alpha7 integrin expression for muscular dystrophy; alpha7betagal myoblasts, beta-gal FDG fluorescence, 48 h; Potency, µM (titrated, usually from 38.3 µM), for the others: at the top dose activation, most hits filed as activators; 350,000 compounds, 0.064% hits;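 also: potency is read from the fitted curve at half-maximal effect; 100% = response of the positive control SU9516; nearly all actives have a fitted effect of over 60% in size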
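Alpha7betagal+/- myoblasts (passage 13) were plated 16-24 hr, then exposed to compounds (1:260 dilution of DMSO stock) for 48 hours at 37C. After MPER lysis, β-galactosidase reporter activity was read as FDG fluorescence (ex 480/em 540) after 30 minutes.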
AT treatment = candidate therapy for ataxia-telangiectasia. […] A-T fibroblasts, KAP-1 phosphorylation AlphaLISA; neocarzinostatin DNA damage 30 min before lysis. Potency, µM (highest dose often 57.5 µM), without a hit: top-dose activation, usual class: activators. 320,000 compounds, 0.19% hits. AID 485349; also: potency is read from the fitted curve at half-maximal effect; % of control where 0% means no effect; nearly all actives have a fitted effect of over 45% in size
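ATM-like activity read as KAP-1 phosphorylation via AlphaLISA donor/acceptor antibody pairs after lysis and 6 hr at 25C. Cells were ATM-null patient fibroblasts ([…], hTERT), dosed 60 min, then exposed to the DSB inducer NCS for 30 min.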
Mito fusion yeast = inhibitors of mitochondrial division or activators of mitochondrial fusion | S. cerevisiae fusion-defective mutant growth rescue, CellTiterGlo 48 h | Potency, µM (doses to about 46.1 µM), inactives show at the top dose growth rescue (activation), hits mostly activators | 320,000 compounds, 0.23% hits | AID 485298;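 also: potency is read from the fitted curve at half-maximal effect; % of control where 0% means no effect; nearly all actives have a fitted effect of over 45% in size; temperature-sensitive fusion mutants such as fzo1-1 at 37 °C on non-fermentable ethanol glycerol medium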
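Luminescent cell viability in 1536-well qHTS format served as the measure of rescued growth in ts fusion-mutant S. cerevisiae cultured on non-fermentable YPEG for 48 hours at 37C.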
BCR signal inh = inhibitors of chronic active B-cell receptor signaling. ABC-DLBCL IkBa-CBG/CBR reporter, luminescence ratio, 4 h. Potency, µM (titrated, usually from 46.1 µM), inactives show at the highest dose ratio change, negative = lower green/red ratio, hits mostly inhibitors. 340,000 compounds, 0.05% hits; active = well fitted inhibition curve with a large enough effect in the signal ratio, with a control signal flat, not every such curve was filed as active; inconclusive = small, poorly fitted or top-dose-only effect, or effect the other way, or a change in a side signal; the % refers to the signal ratio;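 also: potency is read from the fitted curve at half-maximal effect; plate controls were basal doxycycline-induced cells for no effect and cells given 10 µM MG132 for full effect; MG132 reads +100%, hits lower the ratio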
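TMD8 human ABC-DLBCL cells with doxycycline-inducible IκBα–green luciferase fusion and unfused red luciferase, in 0.5% FBS medium; compounds up to 46 uM, 4 h at 37C. Green/red luminescence ratio, filter-overlap corrected, fitted to concentration-response curves.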
TCR activator = activates T cell receptor signaling | primary human leukocytes, anti-CD3, IL-2 HTRF, 48 h | Potency, µM (titrated, usually from 9.22 µM), inactives show at the highest dose activation of IL-2 secretion, usual class: activators | 330,000 tested, under 10 active; also: % of control where 0% means no effect
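Using a-CD3 beads without co-stimulation, primary human leukocytes were exposed to compounds for 48 hr. An HTRF IL-2 kit measured the cytokine, with europium-to-d2 energy transfer producing emission at 665nm upon 320nm excitation.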
PTAP TSG101 blk = blocks PTAP/TSG101 interaction to inhibit HIV-1 budding; AID 493005; Potency, µM (doses to about 115 µM), without a hit: top-dose activity change, negative = inhibition, usual class: inhibitors; Q99816; Fluorescence polarization, FITC-PTAP peptide / Tsg101 binding; 340,000 tested, under 10 active; active = well fitted inhibition curve with a large enough effect in the main read-out, with a control signal flat, not every such curve was filed as active; inconclusive = small, poorly fitted or top-dose-only effect, or effect the other way, or a change in a side signal; inactive = no such curve, though single readings can be large or run the other way; also: potency is read from the fitted curve at half-maximal effect; % of control where 0% means no effect
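Fluorescence polarization binding of Tsg101 binding domain (10 uM final) to FITC-labeled PTAP peptide (50 nM final) in HEPES pH 7.5 buffer with NaCl, Tween 20, EDTA, TCEP. Compounds added before peptide; binding 20 min at RT.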
TSHR antagonist = human thyrotropin receptor antagonism; P16473; TSHR-expressing cells, TSH-stimulated cAMP HTRF, 2 h; stronger effect = lower value; activity change, negative = inhibition, % at 11.5 µM; 330,000 compounds, 0.2% hits; AID 504810;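 active = activity change below a set negative limit, meaning inhibition stronger than a set level, cut at about -70% in these data; inconclusive = activity change between two set negative limits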; also: % is scaled to controls: 0 for no effect and ±100 for the full control effect
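Competitive HTRF cAMP read-out (cryptate anti-cAMP antibody, cAMP-d2; 30 min, room temperature) in freshly harvested TSHR cells. Compounds added before TSH at EC80 (4nM final), followed by 2 hours' incubation at 37 deg C.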
Tb PFK inh = inhibitors of T. brucei phosphofructokinase | T. brucei PFK, ADP-Glo luminescence | Potency, µM (highest dose often 57.5 µM), without a hit: top-dose activity, negative = inhibition, most hits filed as inhibitors | 330,000 compounds, 0.17% hits | AID 485367;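 also: potency is read from the fitted curve at half-maximal effect; 0% = uninhibited 1x PFK enzyme wells and -100% = no-enzyme wells; nearly all actives have a fitted effect of over 60% in size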
Target sequence (O15648 whole entry, looked up): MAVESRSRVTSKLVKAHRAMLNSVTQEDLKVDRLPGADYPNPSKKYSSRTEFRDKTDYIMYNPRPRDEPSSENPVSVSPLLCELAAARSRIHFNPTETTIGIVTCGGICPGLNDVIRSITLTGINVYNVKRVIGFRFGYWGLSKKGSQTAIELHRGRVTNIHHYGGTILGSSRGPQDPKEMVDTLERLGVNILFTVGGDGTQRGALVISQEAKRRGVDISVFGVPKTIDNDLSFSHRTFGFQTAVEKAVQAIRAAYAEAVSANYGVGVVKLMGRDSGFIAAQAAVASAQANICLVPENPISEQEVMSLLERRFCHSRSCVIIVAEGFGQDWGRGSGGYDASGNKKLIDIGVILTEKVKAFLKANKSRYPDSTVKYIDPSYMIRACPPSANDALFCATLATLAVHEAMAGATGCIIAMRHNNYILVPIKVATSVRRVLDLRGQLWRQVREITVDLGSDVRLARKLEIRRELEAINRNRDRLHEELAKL
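Luminescent ADP detection (ADP-Glo, two-step: ATP depletion then ADP-to-ATP conversion for luciferase) reported PFK activity after 45 min room-temperature reaction of 1.25 nM enzyme with 0.5 mM F6P and 0.1 mM ATP at pH 8.0.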
S-ASM inh = blocks human secretory acid sphingomyelinase; AID 504937; P17405; 340,000 compounds, 0.006% hits; placental ASM, HMU-PC fluorogenic substrate, 60 min; Potency, µM (top dose mostly 57.5 µM), inactives show at the highest dose activity change, negative = inhibition, actives largely listed as inhibitors; also: potency is read from the fitted curve at half-maximal effect
Target sequence (P17405 47-631 limits assumed): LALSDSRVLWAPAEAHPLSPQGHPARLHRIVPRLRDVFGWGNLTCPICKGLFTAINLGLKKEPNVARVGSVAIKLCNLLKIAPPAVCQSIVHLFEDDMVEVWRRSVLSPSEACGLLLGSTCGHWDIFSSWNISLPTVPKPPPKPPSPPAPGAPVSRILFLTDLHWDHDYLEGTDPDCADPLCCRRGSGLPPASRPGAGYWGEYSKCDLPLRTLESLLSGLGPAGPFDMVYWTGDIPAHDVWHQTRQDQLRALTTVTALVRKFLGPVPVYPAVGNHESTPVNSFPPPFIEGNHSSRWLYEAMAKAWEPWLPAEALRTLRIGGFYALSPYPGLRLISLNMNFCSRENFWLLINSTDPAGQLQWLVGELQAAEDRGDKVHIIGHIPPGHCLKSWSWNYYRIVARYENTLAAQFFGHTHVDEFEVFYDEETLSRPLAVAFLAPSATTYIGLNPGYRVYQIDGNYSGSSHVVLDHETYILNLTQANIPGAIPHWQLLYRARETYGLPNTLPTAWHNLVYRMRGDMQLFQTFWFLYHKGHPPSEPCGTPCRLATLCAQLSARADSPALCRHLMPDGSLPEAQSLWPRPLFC
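Fluorescence read-out (Ex 386 nm, Em 447 nm) after stopping the reaction at pH 10. Enzyme: ASM from human placenta; substrate HMU-PC0, 9 uM final; 60 min, 37 °C. Compound preincubation 10 min, ambient temperature.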
ELG1 DNA repair = inhibitors of ELG1-dependent DNA repair in HEK293T cells. HEK293T ELG1-luciferase reporter, luminescence, 16 h; DNA damage induced by 5-fluorouridine. Potency, µM (series often up to 46.1 µM), inactives show at the highest dose activity change, negative = inhibition, hits mostly inhibitors. 330,000 compounds, 2.3% hits; also: potency is read from the fitted curve at half-maximal effect; % is scaled to controls: 0 for no effect and ±100 for the full control effect; nearly all actives have a fitted effect of over 55% in size
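Reporter activity after DNA damage by 5-fluorouridine is monitored. Compound-treated cells incubate 16 hr at 37 °C, then ONE-Glo is added for 30 min before luminescence reading.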
Starred values were filed as active, the others as inactive; ? = inconclusive; . = not tested or not shown; & = joins results of further samples; [ ] = remark or other dose. Unless noted, calls follow the shape of the dose curve; as a rule, active = well fitted curve in the direction sought with a large enough effect; inconclusive = small, poorly fitted or top-dose-only effect, or another doubt; inactive = no such curve, though single readings can be large; an effect the other way counts as inactive or inconclusive.

SMILES | Eya2 phos inh | Integrin act MD | AT treatment | Mito fusion yeast | BCR signal inh | TCR activator | PTAP TSG101 blk | TSHR antagonist | Tb PFK inh | S-ASM inh | ELG1 DNA repair
COC(C[C@H]1O[C@@H]1[C@@H](O)COCc1ccccc1)OC | 8% | 2% | -3% | 6% | 3% | -3% | -4% | 0 | -4% | 5% | 9%
COc1ccc(C)cc1NC(=O)C(Sc1nnnn1C)c1ccccc1 (configuration not stated) | 7% | 13% | 1% | 2% | -1% | -1% | 0% | -8 | -5% | 3% | -2%
COc1cc2c(cc1NC(=S)NC(=O)c1c(OC)cccc1OC)oc1ccccc12 | -5% | -13% | 0% | 1% | ? | 5%[46.1 µM] | -2% | -1 | -9% | -3% | 11%
Cc1ccc(NC(=O)N2CCN(C(=O)C3CCCO3)CC2)cc1 (configuration not stated) | -10% | 18% | -10% | 0% | 3% | 1% | -5% | 25 | -7% | -2% | 5%
C[C@H](NC(=O)c1nc[nH]c1C(=O)N1CCc2ccccc2C1)C(=O)OCc1ccccc1 | 3% | 28% | -23% | ? | 5% | 6% | -3% | -1 | 0% | 2% | 1%
O=C(c1cc(C2CC2)on1)N1CCCC(N2CCN(c3ccc(F)cc3)CC2)C1 (configuration not stated) | 1% | 0% | 11% | -1% | 0% | -6% | 0% | 44 | 5% | 0% | 13%
COc1ccc(C(C(=O)NC2CCCC2)N2CCc3ccccc32)cc1 (configuration not stated) | -20% | -10% | 5% | 1% | -1% | -3% | 0% | 0 | 10% | 4% | 0%
O=C(CSCc1cccs1)N1CCCC1 | -30% | 7% | 3% | 0% | ? | -1% | -3% | -5 | -4% | 2% | ?
CC(C)=N/N=C(\c1cccc([N+](=O)[O-])c1)C12CN3CN(CN(C3)C1)C2 | 3% | 2% | 0% | -1% | -1% | -1%[46.1 µM] | 2% | -6 | -1% | . | 15%
CCC1=NN(C(=O)Cc2ccc([N+](=O)[O-])cc2)C(O)(C(C)(C)C)C1 (configuration not stated) | -3% | -3% | 9% | 0% | 1% | 6% | 1% | 1 | ? | 0% | 3%
CC(C)C[C@@H](NC(=O)C1CCC(CNC(=O)[C@@H]2CCCN2C(=O)OC(C)(C)C)CC1)C(=O)O (some centres not stated) | 4% | ? | 2% | 3% | 0% | 8% | -2% | 4 | 5% | 8% | 5%
Cc1cccc(OCc2ccc(C(=O)N3CCOCC3)o2)c1 | 2% | -18% | 14% | 6% | -1% | 12% | -2% | 42 | -5% | 12% | 21%
CC1(C)Cc2c(sc3nc(SCC(=O)NCc4ccco4)n(-c4ccccc4)c(=O)c23)CS1 | 2% | 16% | -1% | -4% | 3% | -8% | -5% | -4 | 4% | 1% | 9%
COc1cccc(C(C[N+](=O)[O-])c2c(C)[nH]n(-c3ccccc3)c2=O)c1 (configuration not stated) | -5% | -8% | -4% | -16% | ? | 0% | 1% | 1 | 29% | -3% | ?
COc1ccc(CCNC(=O)c2ccc(NS(=O)(=O)c3ccc4[nH]c(=O)[nH]c4c3)cc2)cc1OC | -5% | 13% | -12% | -1% | 1% | 0% | -1% | 5 | -4% | -2% | 8%
CCOC(=O)COc1c(OC)cc(Cl)cc1C1NC(=O)NC(C)=C1C(C)=O (configuration not stated) | -4% | -15%[7.66 µM] | -11% | -2% | -4% | . | -7% | -4 | -1% | 3% | ?
Cc1ccsc1/C=N/n1c(-c2ccco2)n[nH]c1=S | 11% | 17% | -8% | 2% | 2% | 1% | -9% | -10 | -4% | 0% | 4%
Cc1c(Br)c([N+](=O)[O-])nn1CCCC(=O)Nc1c(C)n(C)n(-c2ccccc2)c1=O | 18% | -12% | -6% | -8% | -9% | -7% | -2% | 1 | -10% | -1% | -3%
COC(=O)C1CCCN1C(=O)C1CCCN1C(=O)CNC(=O)OCc1ccccc1 (configuration not stated) | 8% | 9%[1.53 µM] | 1% | 0% | 5% | 2% | -1% | -13 | 6% | 3% | ?
COc1ccc(N=c2oc3cc(O)ccc3cc2C(=O)Nc2ccccn2)cc1OC | -2% | 10% | 1% | -1% | ? | 5% | 4% | -3 | 1% | . | 4.1µM*
O=C(Nc1nncs1)c1cc(-c2ccncc2)nc2ccc(Cl)cc12 | -13% | -17% | 0% | 3% | 0% | -1% | . | -4 | 0% | -1% | 11%
NC(=O)CC(NC(=O)c1ccccc1)c1ccc(NC2CCCC2)c([N+](=O)[O-])c1 (configuration not stated) | -4% | -17% | 9% | 0% | 4% | -3% | -8% | 13 | 5% | 3% | ?
Cc1c(-n2cc(C(=O)O)c(=O)c3cc(F)c(N4CCCC4)c(F)c32)c(=O)n(-c2ccccc2)n1C | 11% | 9% | 8% | -1% | 3% | -13% | -5% | -3 | -2% | 10% | 13%
CCS(=O)(=O)N1CCC(C(=O)Oc2ccc(C)c(C)c2)CC1 | 12% | 19% | -1% | -4% | 0% | -2% | -4% | 1 | 1% | 2% | 9%
Cn1nc(C(=O)Nc2ccc3c(c2)OCCO3)c2ccccc2c1=O | 8% | 13% | 8% | 2% | ? | 2% | 3% | -12 | 0% | -5% | ?
COc1ccccc1NC(=O)C1CCCN1S(=O)(=O)c1cccc2nsnc12 (configuration not stated) | -3% | -15% | -2% | 5% | -1% | -2% | 2% | -9 | 1% | -2% | -5%
CN(Cc1cccs1)C(=O)Cn1cnc2cc([N+](=O)[O-])ccc2c1=O | 4% | -16% | 3% | -6% | ? | -4% | -4% | -5 | 1% | 26% | 1%
CCOC(=O)C(=N/O)/C(C)=N/NC(=O)C(=O)Nc1cc(Cl)ccc1Cl | 0% | -23% | 3% | -5% | 6% | -3% | -3% | -9 | 5% | -2% | ?
CC(C)(C)OC(=O)N/N=C/c1cccc([N+](=O)[O-])c1 | -11% | 14% | -2% | 0% | 5% | 4% | -4% | 15 | -2% | 7% | ?
NC(=O)CC(NC(=O)c1cccc(Br)c1)c1ccc(N2CCCCCC2)c([N+](=O)[O-])c1 (configuration not stated) | -2% | -1% | -2% | -2% | ? | -4% | -3% | -5 | -3% | -11% | -4%
O=C(CCCn1c(=O)c2cccn2c2cccnc21)NCCc1ccc(Cl)cc1 | -3% | ? | 4% | 8% | 4% | -3% | 0% | -7 | -4% | -6% | -3%
COc1ccc(Nc2nnc(Cc3ccccc3)c(=O)[nH]2)c(OC)c1 | 6% | -3% | -5% | 2% | -3% | -8% | -5% | 25 | 1% | 10% | 4%
COC(=O)C1=C(C)NC(C)=C(C(=O)OC)C1C(=O)OC(C)C(=O)c1ccccc1 (configuration not stated) | -10%&-3% | -1%&-8% | 1%&-4% | 4%&3% | ? | 1% | -4%&-1% | -17&4 | -1%&-8% | 33%&34%[activator] | ?
COC(=O)c1cn(-c2nc(C)c3c(n2)CCC3)nn1 | 9% | -1% | 8% | -5% | -1% | 3% | 0% | -16 | 21% | -2% | ?
O=C(COC(=O)/C=C/c1ccc(S(=O)(=O)N2CCCCCC2)cc1)NCc1ccccc1Cl | -2% | 8% | 7% | -5% | -2% | -3%[46.1 µM] | -4% | -6 | 1% | -1% | -4%
Cc1cc(NC(=O)Cc2cn3ccsc3n2)n(-c2ccccc2)n1 | -20% | 7% | -1% | -1% | ? | 2% | -4% | -2 | -3% | 4% | 4%
O=C1CCc2cc(NS(=O)(=O)c3ccc(Cl)cc3)cc3c2N1CC3 | -2% | 22% | 4% | 9% | ? | -3% | 2% | 4 | -6% | 3% | ?
Cc1nc(C)c(-c2nnc(-c3ccccc3Cl)o2)cc1C(=O)NN | -7% | 18% | -14% | 4% | ? | -24% | -4% | -1 | -2% | -2% | -14%
